ZTA DNA inh: counter-screen for EBNA-1 inhibitors: inhibitors of Epstein-Barr virus ZTA; ZTA-DNA binding, fluorescence polarization; inhibition, % at 11 µM; 0.15% of 320,000 active; in the data active means inhibition above about 33%
Target sequence (P03206 whole entry, looked up): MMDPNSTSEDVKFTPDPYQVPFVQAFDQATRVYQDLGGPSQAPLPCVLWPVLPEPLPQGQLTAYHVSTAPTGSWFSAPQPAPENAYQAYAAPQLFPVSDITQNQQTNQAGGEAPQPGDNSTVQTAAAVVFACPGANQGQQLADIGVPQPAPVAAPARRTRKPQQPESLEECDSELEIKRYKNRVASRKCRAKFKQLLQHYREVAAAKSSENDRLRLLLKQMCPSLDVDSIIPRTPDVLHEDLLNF
Fam108B counter: counter-screen for RBBP9 inhibitors: inhibitors of mouse Fam108B; 0.33% of 300,000 active; recombinant Fam108B, FP-Rh probe fluorescence polarization; inhibition, % at 9.51 µM; AID 1947;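 active means inhibition above the screen mean inhibition plus 3 SD, computed separately per campaign, cut at about 18% in these data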;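 further: inhibitors lower polarization as less probe binds the enzyme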
GLD-1 RNA inh: GLD-1-TGE RNA interaction inhibition (C. elegans) | Q17339 | purified GLD-1 + fluorescein TGE RNA, fluorescence polarization | inhibition, % at 5.96 µM | 0.44% of 320,000 active;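 active means percent inhibition above a per-plate cutoff, the plate mean of test compounds plus 3 SD, cut at about 30% in these data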;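 further: 0% = DMSO wells with GLD-1 and probe and 100% = wells lacking GLD-1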
Target sequence (Q17339 whole entry, looked up): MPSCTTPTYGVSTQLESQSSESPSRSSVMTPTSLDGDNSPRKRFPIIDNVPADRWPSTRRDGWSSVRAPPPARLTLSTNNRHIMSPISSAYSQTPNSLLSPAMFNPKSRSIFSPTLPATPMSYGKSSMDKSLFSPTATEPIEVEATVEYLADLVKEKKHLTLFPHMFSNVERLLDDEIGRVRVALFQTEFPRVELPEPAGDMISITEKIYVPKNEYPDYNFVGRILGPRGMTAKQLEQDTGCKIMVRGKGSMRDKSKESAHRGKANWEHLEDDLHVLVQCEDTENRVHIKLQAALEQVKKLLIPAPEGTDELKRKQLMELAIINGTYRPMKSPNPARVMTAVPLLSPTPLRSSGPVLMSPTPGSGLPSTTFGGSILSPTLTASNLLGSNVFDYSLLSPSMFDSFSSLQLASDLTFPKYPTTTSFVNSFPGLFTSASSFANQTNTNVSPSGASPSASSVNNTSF
Efflux pump mplx: inhibitors of Candida antifungal efflux pumps expressed in yeast | 0.44% of 330,000 active | inhibition, % at 10 µM | S. cerevisiae Candida pump triplex, Nile Red efflux;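 active means plate passing quality check with inhibition over a set limit, or well fluorescence over plate mean plus 4 SD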;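 further: Nile Red retained in pooled yeast measured as flow cytometry median fluorescence; 0% = buffer negative control and 100% = Enniatin B positive control; higher means more Nile Red kept so more efflux inhibition; some compounds called inactive have numbers as strong as hits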
MEX-5 binding: C. elegans MEX-5 TCR-2 RNA binding activity; activity score (negative = inhibition of binding), % at 10 µM; MEX-5/FITC-TCR2 RNA binding, fluorescence polarization; stronger effect = lower value; AID 1832; Q9XUB2; 0.38% of 300,000 active;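 active means inhibition past about -25% in most replicates, and total fluorescence under double the plate's negative control median, limit read from the data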;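 further: 0% = DMSO and -100% = 5 µM competing unlabeled TCR2 RNA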
Bcl-xL primary: blocks human Bcl-xL binding to Bim BH3 peptide | GST-Bcl-xL / FITC-Bim BH3 peptide fluorescence polarization | inhibition, % at 10.9 µM | 0.7% of 320,000 active | AID 2129 | Q07817;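 active means inhibition above the mean of all tested compounds plus 3 SD, cutoff set per campaign, cut at about 30% in these data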;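 further: 0% = DMSO wells and 100% = unlabeled Bim-BH3 peptide competitor; inhibitors lower millipolarization by displacing the labeled peptide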
Target sequence (Q07817 whole entry, looked up): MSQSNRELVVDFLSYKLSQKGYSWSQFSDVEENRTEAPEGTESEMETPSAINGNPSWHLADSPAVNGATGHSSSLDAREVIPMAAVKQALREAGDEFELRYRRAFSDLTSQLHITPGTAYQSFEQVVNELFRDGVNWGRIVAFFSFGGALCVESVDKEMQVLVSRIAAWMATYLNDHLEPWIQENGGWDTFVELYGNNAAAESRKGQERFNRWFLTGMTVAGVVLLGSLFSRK
EBNA-1 inh: blocks EBNA-1 binding to DNA; inhibition, % at 14.8 µM; 0.34% of 300,000 active; EBNA-1 DNA binding, fluorescence polarization; in the data active means inhibition above about 28%
MCL1 BIM primary: MCL1-BIM-BH3 interaction inhibition (human). Q07820. GST-MCL1 / FITC-Bim-BH3 fluorescence polarization. inhibition, % at 10.9 µM. 0.68% of 320,000 active. AID 2057;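 active means inhibition above the mean inhibition of all tested compounds plus 3 SD, set per campaign, cut at about 40% in these data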;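 further: 0% = DMSO wells and 100% = unlabeled Bim-BH3 peptide control; higher means more loss of mP so more displacement of Bim peptide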
Yeast superoxide: caloric restriction mimetics inhibiting age-related superoxide in yeast | S. cerevisiae aged cells, superoxide DHE fluorescence; stronger effect = lower value | superoxide response (% of plate mean), % at 10 µM | 0.18% of 330,000 active;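 active means superoxide response under a set limit, about three screen SD below normal, cut at about 65% in these data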;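 further: yeast aged for seven days with compound at 30 °C before DHE staining; 100% = average MFI of all compound-treated wells on the plate with controls excluded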
Numbers without * were called inactive.

CC(C)Nc1nc(NC(C)C)nc(SCC(N)=O)n1 was read as ZTA DNA inh 11, Fam108B counter -2, GLD-1 RNA inh 3, Efflux pump mplx 0.0, MEX-5 binding 1.4, Bcl-xL primary 0, EBNA-1 inh 3, MCL1 BIM primary -6 and Yeast superoxide 73.
For O=C(NCC1COc2ccccc2O1)c1cccs1 (configuration not stated) the results were ZTA DNA inh 3, Fam108B counter -1, GLD-1 RNA inh 1, Efflux pump mplx 0.5, MEX-5 binding 1.2, Bcl-xL primary 0, EBNA-1 inh -15, MCL1 BIM primary 3 and Yeast superoxide 117.
`CCn1c(SCC(=O)Nc2nccs2)nnc1-c1ccc(C)cc1` gave ZTA DNA inh 3, Fam108B counter -1, GLD-1 RNA inh 0, Efflux pump mplx 0.0, MEX-5 binding -0.6, Bcl-xL primary 1, EBNA-1 inh 3, MCL1 BIM primary 8 and Yeast superoxide 100.
`CC1CCCN(C(=O)c2cccc(S(=O)(=O)N3CCCc4ccccc43)c2)C1` (configuration not stated) gave ZTA DNA inh -4, Fam108B counter 1, GLD-1 RNA inh -1, Efflux pump mplx 0.0, MEX-5 binding 2.5, Bcl-xL primary 5, EBNA-1 inh 6, MCL1 BIM primary 1 and Yeast superoxide 96.
`COc1ccc2cc(C(=O)O)ccc2c1` gave ZTA DNA inh 0, Fam108B counter -2, GLD-1 RNA inh 2, Efflux pump mplx 0.0, MEX-5 binding 0.7, Bcl-xL primary -4, EBNA-1 inh 2, MCL1 BIM primary -11 and Yeast superoxide 119.
For C/C(=N\NC(=O)c1ccccc1O)C1C(=O)c2ccccc2C1=O the results were ZTA DNA inh 5, Fam108B counter 51*, GLD-1 RNA inh 0, Efflux pump mplx 0.1, MEX-5 binding -5.0, Bcl-xL primary 11, EBNA-1 inh 3, MCL1 BIM primary 13 and Yeast superoxide 74.
Screening CC(=O)c1cnc(SCc2ccc(Cl)cc2)nc1C returned ZTA DNA inh 18, Fam108B counter 4, GLD-1 RNA inh 4, Efflux pump mplx -0.2, MEX-5 binding 1.1, Bcl-xL primary 6, EBNA-1 inh 7, MCL1 BIM primary -2 and Yeast superoxide 97.
Screening COC(=O)c1cc(=O)n(Cc2ccc(OC)cc2)c(=NCc2ccc(OC)cc2)s1 returned ZTA DNA inh 6, Fam108B counter 0, GLD-1 RNA inh 3, Efflux pump mplx -0.2, MEX-5 binding 0.5, Bcl-xL primary 5, EBNA-1 inh -9, MCL1 BIM primary 3 and Yeast superoxide 141.
Screening Cc1[nH]c2nc3ccccc3n2c(=O)c1CCC(C)C returned ZTA DNA inh 4, Fam108B counter 2, GLD-1 RNA inh 5, Efflux pump mplx -0.1, MEX-5 binding 0.7, Bcl-xL primary 0, EBNA-1 inh 5, MCL1 BIM primary -4 and Yeast superoxide 107.
Screening Cc1cc(N2CCC(C)CC2)nc(NCc2ccccc2)n1 returned ZTA DNA inh 21, Fam108B counter 5, GLD-1 RNA inh 1, Efflux pump mplx 0.0, MEX-5 binding -0.6, Bcl-xL primary 5, EBNA-1 inh 7, MCL1 BIM primary 6 and Yeast superoxide 89.
Screening CC1CCCN(C(=O)COc2ccc(NC(=O)c3cccs3)cc2)C1 (configuration not stated) returned ZTA DNA inh -13, Fam108B counter 0, GLD-1 RNA inh -9, Efflux pump mplx 0.0, MEX-5 binding -1.1, Bcl-xL primary 8, EBNA-1 inh -11, MCL1 BIM primary 2 and Yeast superoxide 99.
CCC(C)C(=O)Nc1nnc(SCC(=O)NC(C)(C)C)s1 (configuration not stated) was read as ZTA DNA inh 5, Fam108B counter -7, GLD-1 RNA inh 0, Efflux pump mplx 0.2, MEX-5 binding 1.2, Bcl-xL primary -4, EBNA-1 inh -2, MCL1 BIM primary -1 and Yeast superoxide 84.
Screening c1ccc2oc(-c3[nH]ncc3CN(Cc3ccncc3)CC3CCCO3)cc2c1 (configuration not stated) returned ZTA DNA inh -5, Fam108B counter 5, GLD-1 RNA inh 1, Efflux pump mplx -0.1, MEX-5 binding 3.6, Bcl-xL primary 4, EBNA-1 inh -3, MCL1 BIM primary 10 and Yeast superoxide 81.
`CC(NC(=O)c1ccccc1NC(=O)c1ccco1)c1ccccc1` (configuration not stated) gave ZTA DNA inh 0, Fam108B counter -1, GLD-1 RNA inh 7, Efflux pump mplx -0.1, MEX-5 binding -1.5, Bcl-xL primary 5, EBNA-1 inh 2, MCL1 BIM primary 2 and Yeast superoxide 111.
`OC1(c2cccnc2)CCN(Cc2nnnn2C2CCCCC2)CC1` gave ZTA DNA inh 1, Fam108B counter -3, GLD-1 RNA inh 5, Efflux pump mplx 0.0, MEX-5 binding -1.3, Bcl-xL primary -2, EBNA-1 inh -7, MCL1 BIM primary 0 and Yeast superoxide 95.
For O=C(NCc1ccccn1)c1ccc(COc2ccc(Cl)cc2)o1 the results were ZTA DNA inh 10, Fam108B counter -3, GLD-1 RNA inh 10, Efflux pump mplx 0.0, MEX-5 binding -4.3, Bcl-xL primary 12, EBNA-1 inh 8, MCL1 BIM primary 9 and Yeast superoxide 80.
Screening Cc1ccc(-n2nc(C)c3c(C)onc3c2=O)cc1 returned ZTA DNA inh 10, Fam108B counter 2, GLD-1 RNA inh 1, Efflux pump mplx 0.0, Bcl-xL primary 1, EBNA-1 inh -5, MCL1 BIM primary -2 and Yeast superoxide 117.
COc1ccc(CCN(C)C(=O)CSc2nnc(-c3ccco3)o2)cc1OC was read as ZTA DNA inh 4, Fam108B counter 5, GLD-1 RNA inh -6, Efflux pump mplx 0.3, MEX-5 binding 2.1, Bcl-xL primary 0, EBNA-1 inh 7, MCL1 BIM primary 1 and Yeast superoxide 100.
CN(C)C(=O)c1ccc(-n2cccn2)nc1 was read as ZTA DNA inh 5, Fam108B counter 4, GLD-1 RNA inh 4, Efflux pump mplx 0.0, MEX-5 binding -0.1, Bcl-xL primary 3, EBNA-1 inh 0, MCL1 BIM primary -1 and Yeast superoxide 94.
CCC(C)CN1CCC(CO)(Cc2ccccc2Cl)CC1 (configuration not stated) was read as ZTA DNA inh 1, Fam108B counter -5, GLD-1 RNA inh -1, Efflux pump mplx 0.1, MEX-5 binding 0.7, Bcl-xL primary 3, EBNA-1 inh -8, MCL1 BIM primary 0 and Yeast superoxide 109.
For O=C(COC(=O)c1ccccc1[N+](=O)[O-])c1ccc(C2CCCCC2)cc1 the results were ZTA DNA inh -10, Fam108B counter 3, GLD-1 RNA inh 8, Efflux pump mplx -0.2, MEX-5 binding 1.6, Bcl-xL primary 6, EBNA-1 inh 6, MCL1 BIM primary 4 and Yeast superoxide 98.
`CC(C)OC(=O)CSc1nnc(-c2ccccn2)n1C` gave ZTA DNA inh 9, Fam108B counter -2, GLD-1 RNA inh 6, Efflux pump mplx -0.1, MEX-5 binding 1.6, Bcl-xL primary -6, EBNA-1 inh 9, MCL1 BIM primary 2 and Yeast superoxide 94.
For CC(C)C(C)NC(=O)CN1C(=O)NC(C)(c2ccc3ccccc3c2)C1=O (configuration not stated) the results were ZTA DNA inh 8, Fam108B counter -2, GLD-1 RNA inh 6, Efflux pump mplx -0.1, MEX-5 binding -1.0, Bcl-xL primary 7, EBNA-1 inh -1, MCL1 BIM primary 6 and Yeast superoxide 107.
For CC(Oc1ccc(C#N)cc1)C(=O)NC1CCCC1 (configuration not stated) the results were ZTA DNA inh 0, GLD-1 RNA inh 2, Efflux pump mplx 0.1, Bcl-xL primary -5, MCL1 BIM primary 2 and Yeast superoxide 116.
`CCN(CC(=O)Nc1ccccc1C(F)(F)F)C(=O)c1cc(S(=O)(=O)N(C)C)ccc1N1CCCC1` gave ZTA DNA inh 4, Fam108B counter -1, GLD-1 RNA inh 5, Efflux pump mplx 0.0, MEX-5 binding -1.0, Bcl-xL primary -4, EBNA-1 inh -9, MCL1 BIM primary -8 and Yeast superoxide 115.
COc1cc(NS(=O)(=O)c2ccc(N=Cc3c(C)[nH]n(-c4ccccc4)c3=O)cc2)nc(OC)n1 was read as ZTA DNA inh 6, Fam108B counter -5, GLD-1 RNA inh -1, Efflux pump mplx 0.0, MEX-5 binding 0.4, Bcl-xL primary 3, EBNA-1 inh 14, MCL1 BIM primary -1 and Yeast superoxide 93.
Screening CC(=O)Nc1ccc(S(=O)(=O)NCCc2cc3ccc(C)c(C)c3[nH]c2=O)cc1 returned ZTA DNA inh 11, Fam108B counter 9, GLD-1 RNA inh -2, Efflux pump mplx -0.5, MEX-5 binding -2.5, Bcl-xL primary -1, EBNA-1 inh 7, MCL1 BIM primary 0 and Yeast superoxide 100.
Screening Cc1cccc(NC(=O)CSc2nnc(-c3ccc(S(=O)(=O)N4CCOCC4)cc3)n2C)c1 returned ZTA DNA inh -4, Fam108B counter 3, GLD-1 RNA inh -4, Efflux pump mplx 0.1, MEX-5 binding 1.1, Bcl-xL primary 0, EBNA-1 inh 10, MCL1 BIM primary 3 and Yeast superoxide 96.
For COc1cc(OC)cc(C(=O)Nc2ccc3c(c2)CCCN3C(=O)c2cccs2)c1 the results were ZTA DNA inh -6, Fam108B counter -6, GLD-1 RNA inh 5, Efflux pump mplx -0.2, MEX-5 binding -1.9, Bcl-xL primary -2, EBNA-1 inh -3, MCL1 BIM primary -2 and Yeast superoxide 98.
`Fc1cccc2sc(Nc3nc4cc5c(cc4s3)OCCO5)nc12` gave ZTA DNA inh 5, Fam108B counter 10, GLD-1 RNA inh 5, Efflux pump mplx -0.2, MEX-5 binding 0.3, Bcl-xL primary 0, EBNA-1 inh 16, MCL1 BIM primary -3 and Yeast superoxide 95.
For O=C(CCCc1ccccc1)NCCCN1CCOCC1 the results were ZTA DNA inh 1, Fam108B counter 4, GLD-1 RNA inh 4, Efflux pump mplx 0.1, MEX-5 binding 0.3, Bcl-xL primary 5, EBNA-1 inh -3, MCL1 BIM primary 5 and Yeast superoxide 115.
Screening CCOc1ccc(NCc2cc3cc(OC)ccc3[nH]c2=O)cc1 returned ZTA DNA inh -18, Fam108B counter 4, GLD-1 RNA inh 6, Efflux pump mplx -0.1, MEX-5 binding -1.5, Bcl-xL primary 12, EBNA-1 inh -10, MCL1 BIM primary 3 and Yeast superoxide 97.
For CCOc1ccc(NC(=O)c2ccc(NC(=O)COC(=O)c3ccc(NC(=O)CC#N)cc3)cc2)cc1 the results were ZTA DNA inh 4, Fam108B counter -54, GLD-1 RNA inh -8, Efflux pump mplx 0.1, MEX-5 binding 0.1, Bcl-xL primary -16, EBNA-1 inh 31*, MCL1 BIM primary 26 and Yeast superoxide 87.
For N#CCOC(=O)[C@H](Cc1c[nH]c2ccccc12)NS(=O)(=O)c1ccc(Cl)cc1 the results were ZTA DNA inh -17, Fam108B counter -1, GLD-1 RNA inh 1, Efflux pump mplx 2.6, MEX-5 binding -2.5, Bcl-xL primary 3, EBNA-1 inh -15, MCL1 BIM primary -5 and Yeast superoxide 112.

Two successive compounds already listed:
`CCN(CC(=O)Nc1ccccc1C(F)(F)F)C(=O)c1cc(S(=O)(=O)N(C)C)ccc1N1CCCC1` gave ZTA DNA inh 4, Fam108B counter -1, GLD-1 RNA inh 5, Efflux pump mplx 0.0, MEX-5 binding -1.0, Bcl-xL primary -4, EBNA-1 inh -9, MCL1 BIM primary -8 and Yeast superoxide 115.
COc1cc(NS(=O)(=O)c2ccc(N=Cc3c(C)[nH]n(-c4ccccc4)c3=O)cc2)nc(OC)n1 was read as ZTA DNA inh 6, Fam108B counter -5, GLD-1 RNA inh -1, Efflux pump mplx 0.0, MEX-5 binding 0.4, Bcl-xL primary 3, EBNA-1 inh 14, MCL1 BIM primary -1 and Yeast superoxide 93.

Compound activity (PubChem BioAssay)
